From PubChem
D2 antag = antagonists of human D2 dopamine receptor; 340,000 compounds, 2% hits; P14416; HEK293 TREx D2 cells, calcium flux, dopamine EC80; inhibition, % at 10 µM; in the data active means inhibition above about 30%; further: 0% is about no effect
Target sequence (P14416 whole entry, looked up): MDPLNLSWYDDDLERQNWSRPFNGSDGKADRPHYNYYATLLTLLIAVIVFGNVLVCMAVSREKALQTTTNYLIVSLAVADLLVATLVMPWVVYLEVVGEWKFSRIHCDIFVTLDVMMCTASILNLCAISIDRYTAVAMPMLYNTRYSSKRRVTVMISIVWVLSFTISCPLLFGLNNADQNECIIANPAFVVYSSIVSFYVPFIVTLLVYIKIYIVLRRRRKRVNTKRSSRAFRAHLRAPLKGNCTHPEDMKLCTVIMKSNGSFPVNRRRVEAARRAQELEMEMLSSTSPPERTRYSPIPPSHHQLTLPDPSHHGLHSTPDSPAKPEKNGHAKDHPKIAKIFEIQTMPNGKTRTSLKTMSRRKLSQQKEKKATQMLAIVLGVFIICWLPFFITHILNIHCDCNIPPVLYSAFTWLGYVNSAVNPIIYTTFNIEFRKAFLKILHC
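Calcium flux kinetic readout in an inducible HEK293 TREx D2 line plated overnight at 30 C. After 180 s compound exposure, an EC80 dopamine challenge follows with another 180 s kinetic read to detect antagonism.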
TRHR agonist = TRH receptor (human) agonism | P34981 | TRHR cells, calcium flux fluo-8, FDSS agonist mode | activation, % at 2 µM | 360,000 compounds, 0.18% hits; further: 0% is about no effect
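TRHR-expressing cells loaded with fluo-8 calcium dye; 23 nL library compound pin-transferred, kinetic FDSS fluorescence (Ex 480/Em 530) recorded about 180 s for agonist-induced calcium release, before a 10 nM TRH EC20 addition for potentiator mode.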
D1 PAM = potentiators of human D1 dopamine receptor; P21728; HEK293 TREx D1 cells, calcium flux, dopamine EC20 potentiation; potentiation, % at 10 µM; 360,000 compounds, 0.036% hits; AID 504651; in the data active means potentiation above about 30%; further: 0% is about no effect
Target sequence (P21728 whole entry, looked up): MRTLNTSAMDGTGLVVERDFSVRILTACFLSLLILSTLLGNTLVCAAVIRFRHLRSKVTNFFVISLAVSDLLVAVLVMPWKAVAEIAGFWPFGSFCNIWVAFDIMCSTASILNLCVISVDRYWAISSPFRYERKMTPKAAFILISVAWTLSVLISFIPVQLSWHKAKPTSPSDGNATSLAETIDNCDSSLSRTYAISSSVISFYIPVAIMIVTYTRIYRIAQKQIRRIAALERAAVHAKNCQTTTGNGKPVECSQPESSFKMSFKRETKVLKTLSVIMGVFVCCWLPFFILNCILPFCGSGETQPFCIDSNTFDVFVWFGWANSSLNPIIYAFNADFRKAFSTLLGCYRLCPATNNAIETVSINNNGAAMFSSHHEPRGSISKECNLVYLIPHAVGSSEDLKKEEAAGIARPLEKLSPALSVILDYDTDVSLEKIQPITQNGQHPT
D2 agonist = D2 dopamine receptor (human) agonism; P14416; 340,000 compounds, 0.53% hits; AID 485358; HEK293 T-REx D2 cells, calcium flux agonist mode; activation, % at 2 µM;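 active means activation over 3 SD above normal in the single-dose calcium agonist read, cut at about 30% in these data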; further: 0% is about no effect
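Tetracycline-induced HEK293 T-REx cells with force-coupled D2 receptor, plated overnight at 30 C, loaded with no-wash calcium dye. After a 10 s baseline, compound was pin-added and calcium flux read kinetically for 180 s; calcium rises flagged agonists.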
D1 agonist = agonists of human D1 dopamine receptor; 360,000 compounds, 1% hits; activation, % at 2 µM; HEK293 T-REx D1 cells, calcium flux, agonist mode; further: 0% is about no effect
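Agonism was scored from calcium flux recorded over 180 s (1 read/s) after pintool compound addition, following a 10-cycle baseline. Cells were inducible force-coupled HEK293 TREx D1, plated overnight at 30 C and loaded with no-wash calcium dye.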
D1 antag = antagonists of human D1 dopamine receptor; P21728; HEK293 TREx D1 cells, calcium flux, dopamine EC80; hits give low values; activity change, negative = inhibition, % at 10 µM; 360,000 compounds, 3.2% hits; AID 504652; in the data active means activity change below about -30%; further: on the % scale 0 is the no-effect control and ±100 the full control effect
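Calcium flux readout: force-coupled, inducible Hek293 Trex D1 line, cells induced overnight at 30 C with tetracycline, dye-loaded 30–90 min at RT. Antagonism scored against EC80 dopamine challenge given 180 s after compound.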
D2 PAM = D2 dopamine receptor (human) potentiation; HEK293 T-REx D2, calcium flux, EC20 dopamine potentiation; potentiation, % at 10 µM; 340,000 compounds, 0.34% hits; AID 485347;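 active means potentiation over 3 SD above the plate norm, cut at about 30% in these data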; further: 0% is about no effect
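Tetracycline-induced Hek293 Trex D2 cells, force-coupled to calcium, loaded with no-wash calcium dye. Compound added with 180 s kinetic read for agonism, then EC20 dopamine and a further 180 s read for potentiation.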
TRHR enhancer = TRH receptor (human) allosteric enhancement; P34981; TRHR cells, fluo-8 calcium fluorescence, EC20 TRH enhancement; enhancement, % at 2 µM; 360,000 compounds, 0.66% hits; AID 493056; in the data active means enhancement above about 30%; further: 0% is about no effect
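Enhancer read-out: after compound pinning and an initial kinetic agonist-mode read, an EC20 of TRH (10 nM final) was injected and fluo-8 calcium signal (Ex 480/Em 530) followed at 1 s/cycle for 100 cycles in TRHR-expressing cells.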
RXFP1 antagonist = blocks the human relaxin receptor RXFP1. HEK293-RXFP1, relaxin-stimulated cAMP HTRF, 30 min; hits give low values. activity change, negative = inhibition, % at 57.5 µM. 350,000 compounds, 0.59% hits. AID 1259400;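 active means activity change of -60% or lower, but not beyond a set lower limit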; further: on the % scale 0 is the no-effect control and ±100 the full control effect
* = called active by the depositor; nt = not tested or not shown. Unless noted, no stated cut-off is given here; in the data, active means activation above about 30%; inactive means the rest.

SMILES	D2 antag	TRHR agonist	D1 PAM	D2 agonist	D1 agonist	D1 antag	D2 PAM	TRHR enhancer	RXFP1 antagonist
CN(C)c1ccc(CNC(=O)CCCn2ccc3cc(S(=O)(=O)N4CCCC4)ccc32)cc1	nt	-0.9	-2	-3.1	4	8	5	3	-14
Cn1c(=O)n(C)c2cc(S(=O)(=O)Nc3ccc(F)cc3)ccc21	-5	0.4	-3	-0.2	1	2	7	1	10
S=C(NCc1cccc(Cl)c1)NC1CCCCC1	4	0.6	-8	-0.1	18	-11	-9	2	-12
Cc1cccc(NC(=O)C(C)N2C(=O)C3C4CC(C(Br)C4Br)C3C2=O)c1 (configuration not stated)	-9	-0.4	-1	0.6	29	-21	0	6	-11
CCOc1ccc(CNS(=O)(=O)c2cc(-c3cc(C)no3)ccc2C)cc1OC	nt	0.0	-2	-0.1	0	-4	0	3	-28
CCc1cc2c(cc3c(=O)n(CC(=O)NCCc4ccc(OC)cc4OC)nc(CC)n32)s1	nt	-0.4	-4	-0.1	-1	10	nt	2	-2
CCNC(=O)CCn1nc(-c2ccc(C)cc2)c2ccccc2c1=O	-13	-1.3	-5	-2.1	3	-9	7	-4	-1
COc1cc(CN2CCN(CC#Cc3ccccc3)CC2CCO)cc(OC)c1 (configuration not stated)	-21	-0.3	-4	7.8	2	-14	21	-3	2
Cc1cc(N(CN2CCCC2=O)C(=O)c2ccccc2)no1	-11	-0.3	-2	0.2	2	-6	-2	-6	-14
CC1CC(C)CN(C(=O)c2cn(C)c3ccc(S(=O)(=O)N(C)C)cc3c2=O)C1 (configuration not stated)	-1	-0.6	0	0.8	2	8	9	-6	-8
COc1ccc(NC(=O)c2c(Cl)nc3ccccn23)cc1	0	0.0	3	0.3	2	-16	13	-2	-3
CCOc1cc(/C=N/NC(=O)C(=O)NC)cc(Br)c1O	5	0.3	10	-0.5	2	1	-5	2	6
O=C(COC(=O)/C=C/c1ccc2c(c1)OCO2)Nc1ccccc1	27	0.0	-1	-0.1	3	0	1	4	-3
Cc1cc(C)c(C(=O)Nc2ccc(S(=O)(=O)Nc3onc(C)c3C)cc2)c(C)c1	10	0.4	-5	5.3	-2	-82*	-1	-1	nt
COc1ccc(NC(=O)CCCNC(=O)Cn2cnc3sc4c(c3c2=O)CCCC4)cc1OC	2	0.0	-1	0.0	3	-2	6	-3	15
Cc1ccc(-c2nc(CS(=O)(=O)CC(=O)N3CCCCCC3)c(C)o2)cc1	nt	-0.5	1	nt	1	5	8	4	4
CCOC(=O)N1CCN(C(=O)c2cn(CC)c3ccc(S(=O)(=O)N4CCCC4)cc3c2=O)CC1	14	0.2	-6	0.0	2	6	-12	-1	-8
COc1ccc(O)c(/C=N/Nc2nc(Nc3ccccc3)nc(-n3nc(C)cc3C)n2)c1	4	0.4	-7	0.5	1	-11	-10	5	3
COCCNC(=O)CCn1c(=O)[nH]c2cc(OC)c(OC)cc2c1=O	nt	0.0	5	nt	0	-6	nt	4	nt
O=C(CSc1ccc(-c2ccc(-n3cccn3)cc2)nn1)Nc1ccc([N+](=O)[O-])cc1	nt	-0.3	-1	nt	1	23	nt	1	4

Look-ups from above:
For D1 agonist, COc1ccc(NC(=O)c2c(Cl)nc3ccccn23)cc1 has 2
For RXFP1 antagonist, O=C(CSc1ccc(-c2ccc(-n3cccn3)cc2)nn1)Nc1ccc([N+](=O)[O-])cc1 has 4
For RXFP1 antagonist, CCNC(=O)CCn1nc(-c2ccc(C)cc2)c2ccccc2c1=O has -1
For D2 antag, CCOC(=O)N1CCN(C(=O)c2cn(CC)c3ccc(S(=O)(=O)N4CCCC4)cc3c2=O)CC1 has 14
For D2 agonist, CCOc1ccc(CNS(=O)(=O)c2cc(-c3cc(C)no3)ccc2C)cc1OC has -0.1
For D1 antag, Cn1c(=O)n(C)c2cc(S(=O)(=O)Nc3ccc(F)cc3)ccc21 has 2

Next part:
SMILES	D2 antag	TRHR agonist	D1 PAM	D2 agonist	D1 agonist	D1 antag	D2 PAM	TRHR enhancer	RXFP1 antagonist
CC(=O)C1=C(C)NC(SCC(=O)c2ccc(F)cc2)=C(C#N)C1c1ccco1 (configuration not stated)	2	0.1	-1	1.1	7	-1	-2	6	0
OC(COc1ccc2ccccc2c1)CN1CCN(c2ccc(F)cc2)CC1 (configuration not stated)	20	0.0	9	53*	-2	-1	-27	8	nt
O=C(CSc1nc2ccccc2c(=O)n1-c1ccc(F)cc1)Nc1ccc(N2CCOCC2)cc1	4	0.3	-1	0.3	0	-3	6	-1	-3
O=[N+]([O-])c1ccccc1S(=O)(=O)n1cnc2ccccc21	-8	-0.3	0	-0.9	0	-1	3	2	6
CC(C)N(c1ccccc1)c1ccc(NC(=O)CCl)cc1	-3	-0.3	-4	2.1	11	-24	16	3	-8
Cc1ccccc1NC(=O)CSc1nc(COc2ccccc2)nc2ccccc12	nt	-0.3	1	nt	4	-1	nt	5	-11
O=c1cc2c(nn1Cc1ccc(F)cc1)-c1ccccc1CC2	7	1.6	-2	0.1	5	22	10	-4	4
O=C(Cn1cc(-c2nnnn2-c2ccc(Cl)cc2)c(=O)c2ccccc21)c1ccccc1	-6	0.2	9	1.8	5	18	12	2	-98*
COc1cc(-c2noc(CCC(N)=O)n2)cc(OC)c1OC	10	0.1	-5	-0.4	1	-9	-7	-7	nt
O=C(NC1CCCC1)c1ccc(COCC(F)(F)F)o1	-11	-0.3	-1	-0.3	3	-13	-4	6	-9
Cc1ccc(NC(=O)C2CCCN2S(=O)(=O)c2ccc3nc(-c4ccccc4)[nH]c3c2)cc1F (configuration not stated)	nt	-0.1	-6	-0.1	13	-16	2	-5	-8
CN(C)C(=O)c1c(NC(=O)c2ccccc2F)sc2c1CCCC2	nt	-0.4	-1	-0.7	2	-4	17	2	-9
CCOC(=O)Cc1csc(NC(=O)CSc2nnc(-n3nc(C)cc3C)c3ccccc23)n1	11	-1.2	-6	-1.1	1	-5	0	-5	-1
COc1ccc(OC)c(S(=O)(=O)Nc2cc3c4c(c2)CCC(=O)N4CCC3)c1	6	-0.3	-3	0.1	4	-29	2	-4	5
CCOC(=O)C1=C(c2ccccc2)NC(=O)NC1c1ccc(O)c(Cl)c1 (configuration not stated)	2	1.6	-7	0.5	2	-3	9	6	nt
CCCOc1ccc(-c2c(=O)n(O)c3ccccc3[n+]2[O-])cc1	8	1.3	-5	1.1	0	-4	-4	2	-3
CN1CCN(c2nnc(-c3ccccc3)c(-c3ccccc3)n2)CC1	-7	0.5	9	-2.1	6	8	-22	3	-26
COc1ccc2[nH]c(=O)c(C(c3nnnn3C3CCCC3)N3CCN(Cc4ccc5c(c4)OCO5)CC3)cc2c1 (configuration not stated)	11	-0.2	-1	0.5	1	nt	-23	-6	-27
CCOc1ccc(NC(=O)c2cc(S(=O)(=O)N3CCOCC3)ccc2F)cc1	nt	-1.1	-1	nt	-3	-7	-7	4	-6
Oc1ccc2c(c1)c1c3n2CCNC3CCC1 (configuration not stated)	14	1.0	-2	4.6	2	9	4	-9	-6
COC(=O)Oc1ccc(/C=N/NC(=O)CN(c2ccccc2Br)S(C)(=O)=O)cc1OC	11	0.4	-4	0.0	1	4	5	0	7
O=C(Cn1nc(-c2ccccc2)ccc1=O)NCc1ccc(F)cc1	-2	-0.6	-1	-0.2	2	-11	nt	0	-20
CCn1c(C)nc2cc(S(=O)(=O)N3CCCCC3)ccc21	-28	-0.6	-2	0.5	10	-7	7	8	7
CCOC(=O)c1cc2n(c1/N=C/N(C)C)-c1ccccc1C2=O	15	85*	-5	36*	90*	-10	4	-2	0
Cc1nnc(NC(=O)Cc2cccs2)s1	8	0.0	-2	0.4	2	0	2	6	10
O=C(Cc1ccc(F)cc1)Nc1ccc(F)c([N+](=O)[O-])c1	-11	0.1	-4	-0.4	6	-1	-3	-3	-5
COc1ccc(NC(=O)c2sccc2OS(=O)(=O)N(C)C)cc1	-19	-0.8	6	-0.4	0	2	0	1	-1
Cc1coc2c1c(C)cc1oc(=O)c(CC(=O)NCc3ccc(Cl)cc3)c(C)c12	nt	-0.5	-1	0.3	14	-3	20	3	13
COc1ccc(C(=O)Nc2ccc3nc4n(c(=O)c3c2)CCCC4)cc1[N+](=O)[O-]	-13	-0.8	-3	-0.2	6	10	-6	-9	nt
CCCN(C(=O)c1cc(S(=O)(=O)N2CCc3ccccc32)cn1C)c1ccc(OCC)cc1	nt	0.7	-3	-0.2	-1	1	-5	2	2
CCc1ccc(CNC(=O)c2cc(-c3ccc(Br)s3)nc3ccccc23)cc1	nt	1.3	0	-0.4	6	-5	0	-3	-10
COc1cc2c(cc1OC)C(c1cccc([N+](=O)[O-])c1)N(C(=O)c1ccc(F)cc1)CC2 (configuration not stated)	11	1.3	-2	1.5	4	0	-7	-6	-12
O=C(CSc1nc(=O)n(Cc2ccco2)c2c1CCC2)Nc1ccccc1C(F)(F)F	nt	-0.4	-1	nt	-3	nt	1	1	nt
COc1ccc(-c2nnc(SCc3cccc(Cl)c3)o2)cc1	nt	1.7	-4	1.1	8	0	10	-2	nt
COc1cccc(C(=O)Nc2cc(C(=O)NCc3ccc(C)cc3)ccc2N2CCC3(CC2)CC(c2ccccc2)=NO3)c1	15	0.6	15	-0.2	7	-14	8	-2	nt
CCOC(=O)CCNCc1ccc(OC)c(OC)c1	-15	0.8	-2	3.4	2	-9	-5	-1	23
CCOC(=O)c1c(C)oc2cc(Br)c(OC)cc12	4	-0.4	0	-0.3	4	-3	-4	-6	16
CC(=O)c1ccc(N2CCN(C(=O)COc3ccc4c(c3)CCC4)CC2)cc1	10	-0.3	-9	-0.5	4	-11	0	0	-7
O=Cc1ccc(N2CCCC2)o1	1	0.0	0	0.8	1	1	-1	-1	-3

Reprinted at random: six records from the list.
SMILES	D2 antag	TRHR agonist	D1 PAM	D2 agonist	D1 agonist	D1 antag	D2 PAM	TRHR enhancer	RXFP1 antagonist
CCc1ccc(CNC(=O)c2cc(-c3ccc(Br)s3)nc3ccccc23)cc1	nt	1.3	0	-0.4	6	-5	0	-3	-10
COc1ccc(-c2nnc(SCc3cccc(Cl)c3)o2)cc1	nt	1.7	-4	1.1	8	0	10	-2	nt
CCOC(=O)CCNCc1ccc(OC)c(OC)c1	-15	0.8	-2	3.4	2	-9	-5	-1	23
COc1cccc(C(=O)Nc2cc(C(=O)NCc3ccc(C)cc3)ccc2N2CCC3(CC2)CC(c2ccccc2)=NO3)c1	15	0.6	15	-0.2	7	-14	8	-2	nt
COc1cc2c(cc1OC)C(c1cccc([N+](=O)[O-])c1)N(C(=O)c1ccc(F)cc1)CC2 (configuration not stated)	11	1.3	-2	1.5	4	0	-7	-6	-12
CC(=O)c1ccc(N2CCN(C(=O)COc3ccc4c(c3)CCC4)CC2)cc1	10	-0.3	-9	-0.5	4	-11	0	0	-7

Single records, from the list above. Order of values: D2 antag | TRHR agonist | D1 PAM | D2 agonist | D1 agonist | D1 antag | D2 PAM | TRHR enhancer | RXFP1 antagonist
O=C(Cc1ccc(F)cc1)Nc1ccc(F)c([N+](=O)[O-])c1 reads -11 | 0.1 | -4 | -0.4 | 6 | -1 | -3 | -3 | -5
O=C(CSc1ccc(-c2ccc(-n3cccn3)cc2)nn1)Nc1ccc([N+](=O)[O-])cc1 reads nt | -0.3 | -1 | nt | 1 | 23 | nt | 1 | 4
